UTI89 phage lysis: inhibition of K1F phage lysis, E. coli UTI89, bacterial capsule biogenesis inhibitors, alamar blue (AID 488966); 340,000 tested, 0.02% active; inhibition, % at 100 µM, or IC50 in µM where a hit was titrated; E. coli UTI89 K1F phage lysis, alamar blue, 2 h; higher % means a stronger effect;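 active means phage lysis inhibition, versus mean bacterial control, above a set limit; inconclusive means no clear call, values can overlap the other calls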;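 further: capsule biogenesis inhibitors block K1F phage lysis so surviving cells raise fluorescence; higher fluorescence means more inhibition of phage lysis; actives were called in the ten point dose series up to 300 µM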
NS5 inhibitors: Dengue-2 NS5 methyltransferase inhibitors, primary screen, biochemical, confirmation dose response (AID 588689); Dengue-2 NS5 methyltransferase capping enzyme assay, biochemical; higher % means a stronger effect; inhibition, % at 25 µM; hits with a dose series show IC50 in µM; 340,000 tested, 0.3% active; in the data active means a potency from the dose series; inconclusive means inhibition above about 29% without an active follow-up result
HIV peptide binding: inhibitors of HIV fusion peptide binding, primary screen, biochemical, uHTS, fluorescence dequenching (AID 1986); cell-free peptide binding, fluorescence dequenching, 30 min; higher % means a stronger effect; inhibition, % at 20 µM, or IC50 in µM where a hit was titrated; 290,000 tested, 0.3% active; in the data active means inhibition mostly above about 52%, no sharp cut-off; inactive means mostly below about 76%; further: some results filed as inactive read as strong as hits
Salmonella PhoP GFP: PhoP-dependent GFP reporter repression – Salmonella Typhimurium, primary screen (AID 1863); S. Typhimurium PhoP-regulated promoter GFP reporter, 4 h; higher % means a stronger effect; one-dose inhibition, % at 50 µM; IC50 in µM for titrated hits; 300,000 tested, 0.16% active;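 active means inhibition over 29.93%, a cutoff 3 SD above the screen mean, later confirmed by dose response; inconclusive means inhibition over 29.93% but no dose response follow-up; inactive means inhibition at most 29.93% or unconfirmed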;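 further: 0% = low Mg2+ inducing control and 100% = high Mg2+ repressing control; strong numbers were not always called active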
RSV CPE inhibition: RSV antiviral activity via CPE protection, HEp-2 cells, primary 10 µM value included (AID 2391); 310,000 tested, 0.13% active; HEp-2 cells, RSV-induced CPE inhibition; higher % means a stronger effect; CPE inhibition, % at 10 µM; hits with a dose series show IC50 in µM; in the data active means a potency from the dose series; inconclusive means CPE inhibition mostly from about 23% at the one dose, without a potency; inactive means the rest, 99 in 100 with CPE inhibition below about 21%; further: strong numbers were not always called active
GPR55 antagonists: GPR55 antagonists blocking LPI-driven arrestin recruitment, primary screen, imaging, U2OS, beta-arrestin-GFP, LPI agonist (AID 2013). inhibition, % at 10 µM; hits with a dose series show IC50 in µM. U2OS GPR55 beta-arrestin-GFP translocation imaging, LPI antagonism; higher % means a stronger effect. 290,000 tested, 0.13% active;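 active means spots per cell inhibited over 60%, with over 100 cells counted and total cytoplasm intensity under 500,000; inconclusive means wells with under 100 cells, flagged as likely toxic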;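 further: U2OS cells stably carrying GPR55 and arrestin-GFP stimulated by 5 µM LPI near EC80; imaged beta-arrestin-GFP aggregate spots per cell after agonist stimulation; plate controls were LPI-stimulated DMSO wells for no effect and DMSO wells without LPI for full effect; some results filed as inactive read as strong as hits; confirmed hits need IC50 under 10 µM and bright autofluorescent wells are also inconclusive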
GPR35 arrestin U2OS: inhibition of zaprinast-stimulated GPR35 beta-arrestin translocation – imaging, U2OS, beta-arrestin-GFP, zaprinast agonist, primary screen (AID 2058). inhibition, % at 10 µM; hits with a dose series show IC50 in µM. U2OS GPR35 beta-arrestin-GFP translocation imaging, zaprinast antagonism; higher % means a stronger effect. 290,000 tested, 0.052% active;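 active means inhibition of at least 50% with at least 30 cells and total cytoplasm GFP at most 10,000,000; inconclusive means under 30 cells or total GFP of 10,000,000 plus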
Rac1 GTP hydrolysis: MgcRacGAP GTPase-activating activity inhibitors, confirmation, biochemical, ADP Hunter fluorescence; MgcRacGAP-stimulated Rac1 GTP hydrolysis, ADP Hunter fluorescence; higher % means a stronger effect; GST-tagged Rac1 F28L mutant substrate; inhibition, % at 30 µM, or IC50 in µM where a hit was titrated; 340,000 tested, 0.6% active; AID 624330;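 active means first-screen hits whose inhibition reached a set limit at any dose in the follow-up dose series; inconclusive means inhibition above the set first-screen limit but never retested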;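 further: fluorescence reports GDP produced by GAP-driven GTP hydrolysis; strong numbers were not always called active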
Large T inhibition: SV40 large T antigen inhibitors, biochemical (AID 1903); SV40 large T antigen ATPase/helicase inhibition assay; higher % means a stronger effect; inhibition, % at 20 µM, or IC50 in µM where a hit was titrated; 310,000 tested, 0.39% active; in the data active means a potency from the dose series; inconclusive means inhibition mostly from about 32% at the one dose, without a potency; inactive means the rest, 99 in 100 with inhibition below about 32%; further: strong numbers were not always called active
NS5 inhibitors pilot replicate: recorded beside NS5 inhibitors, whose call it bears; inhibition, %; measured here: pilot screen replicate inhibition
Starred values were filed as active, the others as inactive; i = inactive; ? = inconclusive; · = no result given; [ ] = another dose, or the depositor's remark.

SMILES | UTI89 phage lysis | NS5 inhibitors | HIV peptide binding | Salmonella PhoP GFP | RSV CPE inhibition | GPR55 antagonists | GPR35 arrestin U2OS | Rac1 GTP hydrolysis | Large T inhibition | others
CCn1cc(C2=NOC(C(=O)O)C2)c(C)n1 (configuration not stated) | -2.9% | -9% | 0.2% | 3% | 0.8% | 9% | -10% | -12% | 10%
Cc1c(NC(=O)CSCc2c(F)cccc2Cl)c(=O)n(-c2ccccc2)n1C | · | · | 0.7% | 2% | 2.1% | 11% | 1% | · | -2%
O=C(CC(C(=O)O)C1CCCO1)NCCc1ccc2c(c1)OCO2 (configuration not stated) | 0.0% | -4% | 1.0% | -13% | 3.2% | -12% | 7% | 3% | 7%
Cc1occc1-c1nnc(SCC(=O)Nc2nc(-c3ccccc3)cs2)o1 | 1.5% | -2% | 0.1% | -3% | 0.3% | 22% | 6% | 8% | 9%
CC1CCN(C(=O)/C=C/c2ccc(C(C)(C)C)cc2)CC1 | 0.3% | -8% | 1.7% | 15% | 2.0% | 9% | 12% | 11% | 21%
CS(=O)(=O)c1ccc(Cl)c(NC(=O)c2cccc(-n3cnnn3)c2)c1 | 0.2%[50 µM] | 8% | · | 0% | 1.1% | · | · | 5% | 17%
O=S(=O)(c1ccccc1)c1nc(-c2ccccc2)oc1N1CCCCC1 | 0.1% | -21% | 0.1% | 13% | 0.7% | 16% | -3% | 2% | 2%
CC(C)(C)c1nn2cnnc2n(/N=C/c2cccc3ccccc23)c1=O | 3.7% | 1% | 1.0% | 3% | 2.0% | -7% | -2% | -4% | 15%
CCCCCCSc1nnc(-c2cnn(-c3ccccc3)c2-n2cccc2)n1C | 1.6% | -6% | -1.2% | 7% | 21% | 2% | 2% | -1% | -2%
Cc1ccc(-c2cc(C(=O)O)n(-c3ccc(S(N)(=O)=O)cc3)n2)cc1 | 0.2% | -11% | 0.6% | -6% | 0.7% | -9% | -11% | 9% | 8%
CCOc1ccc(CCNC(=O)COC(=O)Cc2ccc(F)cc2)cc1OCC | -0.3%[50 µM] | -10% | · | -2% | 0.3% | · | · | -3% | 11%
O=C(NC(=S)NCC1CCCO1)c1ccccc1[N+](=O)[O-] (configuration not stated) | · | · | -0.9% | -2% | -1.2% | -5% | 7% | · | 22%
CN(C)/C=C1\Oc2ccc3ccccc3c2C1=O | -1.0% | 3% | 8.6% | -8% | -0.5% | -3% | -2% | 22% | 7%
CCOC(=O)c1sc(Nc2ccc(Br)cc2)nc1C | -1.0% | -8% | 2.1% | 5% | 46% | 14% | -4% | 12% | 12%
COc1ccc(C(=O)NC2CCN(C(=O)Nc3ccc(F)cc3)CC2)cc1 | -0.1% | -2% | 0.8% | -4% | 0.0% | 4% | 8% | 5% | 2%
Cc1c(C=O)c2ccccn2c1C(=O)c1cccs1 | 0.4% | 18% | 11% | 3% | 4.3% | -9% | -2% | 6% | -3%
C[C@@]12C(=O)N(c3cccc(Br)c3)C(=O)N1[C@H](c1ccc(Cl)cc1)[C@@H]1C(=O)N(C3CCCCC3)C(=O)[C@@H]12 | 0.3% | -2% | 0.7% | -7% | ? | 1% | -12% | 9% | 6%
COc1ccc(N2CCN(C(=O)COc3ccc(S(=O)(=O)N4CCOCC4)cc3C)CC2)cc1 | 0.2% | -5% | -3.4% | -9% | 1.5% | 11% | 5% | 10% | 16%
CCN(CC)CCOC(=O)c1ccc(NC(=O)CCCN2C(=O)/C(=C/c3cccs3)SC2=S)cc1 | -0.3% | -18% | 3.3% | -7% | 7.5% | 5% | 23% | 4% | 1%
CN(CCCN1CCOCC1)C(=O)c1cc(COc2ccc(F)cc2F)on1 | 0.3% | -8% | -2.1% | -8% | -0.2% | -8% | 8% | 2% | 9%
O=C(CNC(=O)c1ccccc1F)OCC(=O)N1CCCCC1 | 2.4% | 0% | 4.3% | -3% | 2.1% | 6% | -4% | -1% | 8%
Cc1ccc(-c2cnc(-c3ccccc3C(=O)O)o2)cc1 | 0.0% | -8% | 3.6% | -1% | 1.3% | 13% | -2% | 4% | 4%
O=C(Nc1ccc(Br)cc1F)c1ccc2c(c1)OCCO2 | -0.9% | 7% | -0.4% | 7% | ? | 8% | 18% | 8% | 0%
CCOc1ccccc1N1CCN(Cc2cccc(OC)c2OC)CC1 | -0.1% | -9% | -4.4% | -8% | 0.8% | 4% | 7% | 28% | 9% | NS5 inhibitors pilot replicate=-6.2
O=C(NC(=S)N1CCCCCC1)c1cccc([N+](=O)[O-])c1 | 0.7%[50 µM] | -2% | · | · | 1.3% | · | · | 4% | ·
COC(=O)C1CCN(c2cc(=O)n(-c3ccc(OC)cc3)c(=O)[nH]2)CC1 | -0.4% | -7% | 1.0% | 7% | 0.6% | 8% | -26% | 1% | 8%
CCC1=Nc2cc(C(=O)N3CCCCC3)ccc2Sc2ccc(C)cc21 | 0.1% | 1% | 0.9% | -5% | 2.2% | 13% | -9% | 8% | 15%
CC(=O)Nc1cccc(-c2csc(NCc3ccco3)n2)c1 | -0.1% | 2% | 6.1% | 7% | 3.9% | 1% | -4% | 15% | 13%
O=C(CSc1nnc(COc2ccccc2)o1)N1CCCCC1 | 0.2% | 4% | -0.9% | 4% | -0.5% | -3% | 7% | 7% | -3%
CCCCOc1ccc(NC(=O)C2CC=CCC2C(=O)O)cc1 (configuration not stated) | 3.5% | -3% | -2.0% | · | 2.4% | -1% | -7% | 2% | ·
Cc1noc(C)c1COC(=O)C1CCN(S(=O)(=O)c2c(Cl)cccc2Cl)CC1 | 0.5%[50 µM] | -1% | · | -7% | -0.5% | · | · | 1% | 12%
NNc1ncnc2sc3c(c12)CCC3 | 0.6% | -17% | -2.6% | 0% | 5.8% | -3% | -5% | -16% | 8%
Cc1onc(-c2c(F)cccc2Cl)c1C(=O)Nc1ccccc1N1CCOCC1 | 1.4% | -8% | -3.4% | 1% | 4.7% | 3% | 14% | 9% | 7%
CC(Oc1cccc(Cl)c1)C(=O)Nc1ccc(S(=O)(=O)N(C)C2CCN(C)CC2)cc1 (configuration not stated) | 1.0%[50 µM] | -2% | · | · | -0.1% | · | · | 2% | ·
O=C(c1cccs1)c1coc2ccc(O)cc12 | 0.1% | 3% | 10% | 10% | 1.0% | 2% | 12% | 13% | 8%
Nc1cc2ccncc2c2ccccc12 | 0.1% | -21% | -0.3% | -5% | 0.2% | 10% | 12% | 10% | 1%
Cc1ccc(Cn2nnc3c(=O)[nH]c(C4CCN(S(=O)(=O)c5cc(C)ccc5C)CC4)nc32)cc1 | 0.1% | 13% | 4.6% | -5% | -4.0% | 4% | -5% | -1% | ·
CCOC(=O)Cn1cc(C(=O)c2ccco2)c2ccccc21 | 0.2% | -8% | -0.5% | -5% | 0.6% | 7% | 2% | 5% | 1%
CC(=O)Nc1cccc(NC(=O)C2CCCN2C(=O)Nc2ccc(C)cc2)c1 (configuration not stated) | -0.1% | 1% | -0.5% | -12% | 1.4% | 11% | -24% | 4% | 0%
O=S(=O)(CS(=O)(=O)c1ccc(Cl)cc1)c1ccc(Cl)cc1 | -1.1% | 5% | -1.2% | -3% | 0.6% | -1% | 3% | 2% | -2%
COc1ccc(OC)c(S(=O)(=O)NCCS(=O)(=O)N2CCN(c3ccccc3)CC2)c1 | 0.4% | -9% | -1.0% | 6% | 0.2% | 15% | -7% | 9% | 10%
Cc1ccc(/C=N/NC(=O)c2ccccc2OCc2ccc(F)cc2)o1 | -0.1% | -5% | -3.9% | 7% | 6.0% | -15% | 0% | 2% | -1%
O=C(COc1ccc(F)cc1)N1CCC(Cc2ccccc2)CC1 | 0.0% | -2% | -2.1% | 2% | 1.7% | 13% | 9% | 7% | 23%
COc1ccc(S(=O)(=O)N(C)CC(=O)O)c2ccccc12 | -0.4% | -3% | -0.6% | -7% | 0.5% | -2% | 2% | 9% | 9%
O=C(NC1(Cc2ccccc2)CCN(CCCc2ccccc2)C1=O)c1ccccc1 (configuration not stated) | i | -8% | · | · | 8.2% | · | · | -12% | ·
Cc1ccc([N+](=O)[O-])cc1NC(=S)NCCc1ccccc1 | -0.2% | -7% | -2.4% | -2% | 9.1% | 16% | 2% | 7% | 23%
CCN(CC)CCCNC(=O)c1cc(-c2ccccc2)c(N2CCCCC2)s1 | -0.1% | -5% | 0.0% | -6% | -1.1% | 23% | 20% | 0% | 15%
CC(NC(=O)c1cccs1)c1nnc(SCc2ccc(Cl)cc2Cl)n1C (configuration not stated) | -2.5% | 8% | 0.0% | -2% | 3.5% | 3% | 1% | 4% | 21%
COc1ccc(S(=O)(=O)Nc2cc(C(=O)NCCCOC(C)C)ccc2N2CCOCC2)cc1 | 0.6% | 3% | -1.0% | -2% | 1.4% | 5% | 7% | 5% | 14%
CN1CCN(/C=N/c2c(C#N)cnn2-c2ccccc2)CC1 | -2.2% | -12% | 1.0% | 3% | 0.5% | 3% | 2% | 7% | 3%
O=c1[nH]c(CSc2nc3ccccc3o2)nc2c1cnn2-c1ccccc1 | 0.2% | -10% | -2.3% | 6% | 1.4% | -3% | 16% | 11% | -1%
O=C(COc1nsnc1N1CCOCC1)Nc1ccc([N+](=O)[O-])cc1 | -0.2% | 3% | -0.9% | 9% | 1.8% | -7% | -4% | 8% | 2%
Cc1ccc(C(=O)c2coc3cc([N+](=O)[O-])c(O)c([N+](=O)[O-])c23)cc1 | -1.0%[50 µM] | 8% | 56% | 2% | 8.5% | -8% | 7% | 6% | 22%
Cc1ccccc1CN1C(=O)/C(=C\c2ccc(C(=O)NCCN3CCOCC3)cc2)Sc2ccccc21 | -0.1% | -2% | -1.5% | 0% | 19% | 14% | -4% | 8% | ·
Cc1ccc(O)c(CNc2nc3ccccc3n2C)c1 | -0.7% | -1% | -2.5% | 13% | 18% | -1% | 13% | 4% | 12% | NS5 inhibitors pilot replicate=-4.2
Cn1c(N)nc2nc(CCc3ccccc3)c(=O)[nH]c2c1=O | 0.3% | 13% | 8.2% | 1% | -0.1% | 2% | -3% | 6% | 3%
CCOc1cnc(-c2ccc(Cl)cc2)o1 | 0.5% | 1% | -1.2% | 14% | 1.5% | 6% | 8% | 8% | 11%
